# UBC13 inh = inhibitors of human UBC13 polyubiquitin chain formation. P61088. inhibition, % at 20 µM. TR-FRET. AID 485273. 0.47% of 330,000 active; in the data active = inhibition above about 45%, passing the limit was not always enough; inconclusive = no clear call, values can overlap the other calls
# Target sequence (P61088 whole entry, looked up): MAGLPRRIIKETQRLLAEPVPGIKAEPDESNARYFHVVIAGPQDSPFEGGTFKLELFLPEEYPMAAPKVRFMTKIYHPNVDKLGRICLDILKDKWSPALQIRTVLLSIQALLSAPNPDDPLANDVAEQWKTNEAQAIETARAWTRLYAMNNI
# SENP8 block = inhibitors of human SENP8 protease. Q96LD8. purified SENP8, Z-RLRGG-aminoluciferin cleavage, luminescence. inhibition, % at 10 µM. 1.2% of 330,000 active
# Target sequence (Q96LD8 whole entry, looked up): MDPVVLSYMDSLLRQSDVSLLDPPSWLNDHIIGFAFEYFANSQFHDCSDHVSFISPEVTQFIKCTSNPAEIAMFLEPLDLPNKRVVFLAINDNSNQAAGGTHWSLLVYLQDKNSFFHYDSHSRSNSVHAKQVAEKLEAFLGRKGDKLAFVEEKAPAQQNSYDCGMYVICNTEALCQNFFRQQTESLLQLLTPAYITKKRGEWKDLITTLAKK
# Apaf1 inhib = blocks human Apaf-1 apoptosome activity | 0.71% of 330,000 active | reconstituted apoptosome caspase-3 activity, DEVD-Rh110 fluorescence | inhibition, % at 20 µM | O14727 | AID 489030; active = inhibition of at least 40% at 20 µM;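 note: plate controls were DMSO wells for no effect and DEVD-CHO caspase inhibitor wells for full effect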
#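 System – cell-free apoptosome with Apaf-1, procaspase-3 and caspase-9 · Buffer or medium – pH 7.5 Hepes buffer with CHAPS, BSA, DTT · Also added – cytochrome c with DEVD-Rh110 · Times – 30 min compound preincubation, 50 min activation, room temperature · Technique – Rh110 fluorescence intensity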
# 697 NFkB inh = lowers PMA/ionomycin-induced NF-kB signal in 697 B cells; 697 B-cell NF-kB luciferase reporter, 16 h; inhibition, % at 4 µM; 0.33% of 330,000 active; AID 435022; in the data active = inhibition above about 35%
# HKDC1 inhibitor = inhibitors of human hexokinase HKDC1. AID 493160. inhibition, % at 20 µM. 0.16% of 340,000 active. recombinant HKDC1, G6PDH/diaphorase resazurin coupled fluorescence;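 active = inhibition above about 35% when tested at 20 µM, limit read from the data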;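 note: plate controls were DMSO wells with enzyme for no effect and DMSO wells lacking enzyme for full effect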
#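 Test system: recombinant HKDC1 (HK5) hexokinase enzyme, produced in-house; Amount: enzyme 5 µg/mL final; Buffer or medium: Tris pH 8.0 buffer with MgCl2, Tween-20, BSA, BME; Reagent: glucose and ATP substrates; Doses: 20 µM test compound, 1% DMSO; Incubation: 90 min reaction incubation at room temperature, dark; Detection: resorufin fluorescence at 613 nm.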
# Jurkat NFkB inh = lowers PMA/ionomycin-induced NF-kB signal in Jurkat cells. PMA/ionomycin-induced NF-kB luciferase reporter, luminescence. inhibition, % at 4 µM. 0.53% of 330,000 active. AID 435003
# Gli-Sufu block = blocks Gli-Sufu signaling in a luciferase reporter; Sufu-KO-LIGHT fibroblasts, Gli luciferase reporter luminescence; inhibition, % at 5 µM; 0.74% of 340,000 active; AID 588413;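 active = inhibition above about 55%, limit read from the data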;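 note: 0% = DMSO-treated cells and 100% = wells with medium but no cells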
# SENP7 inh = SENP7 protease inhibition | Q9BQF6 | recombinant SENP7, Z-RLRGG-aminoluciferin luminescence, 40 min | inhibition, % at 5 µM | 1.5% of 330,000 active;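 active = inhibition above about 50% at the single test dose, limit read from the data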;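 note: plate controls were DMSO with enzyme for no effect and no enzyme buffer wells for full effect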
# Target sequence (Q9BQF6 706-1050 limits assumed): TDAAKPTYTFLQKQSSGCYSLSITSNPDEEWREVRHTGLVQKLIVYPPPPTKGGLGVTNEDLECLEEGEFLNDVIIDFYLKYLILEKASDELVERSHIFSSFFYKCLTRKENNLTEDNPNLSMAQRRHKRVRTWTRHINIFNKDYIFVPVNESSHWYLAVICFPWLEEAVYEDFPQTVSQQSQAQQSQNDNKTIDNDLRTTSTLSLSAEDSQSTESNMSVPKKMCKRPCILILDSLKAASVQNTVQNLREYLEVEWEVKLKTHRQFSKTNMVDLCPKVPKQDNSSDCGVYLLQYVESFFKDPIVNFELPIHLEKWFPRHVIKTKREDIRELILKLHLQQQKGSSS
# * = called active by the depositor; u = inconclusive. Cut-off read from the data, not from the text of the source, unless noted: active = inhibition above about 50%; inactive = the rest.
SMILES,SENP7 inh,HKDC1 inhibitor,697 NFkB inh,Jurkat NFkB inh,Gli-Sufu block,UBC13 inh,Apaf1 inhib,SENP8 block
COC(=O)CC1C(=O)NCCN1C(=S)Nc1cccc(C)c1 (configuration not stated),3,1,2,-7,-15,2,10,-5
Cc1ccc(Cn2c(CCNc3nc(-c4ccc(C)cc4)cs3)nc3cc(C(=O)NCCCO)ccc32)cc1,0,-3,21,3,12,7,20,7
c1cc2c(cc1-c1[nH]ncc1CN1CC3C[C@@H]4CC1C[C@H](C3)C4)OCO2,6,-8,6,20,13,10,-3,-2
CC(Sc1cnc2ccccc2n1)C(=O)O (configuration not stated),-1,-3,-7,6,-6,u,3,1
O=C1NC(=S)N(C(=O)c2ccc(F)cc2)/C1=C/c1cccnc1,7,3,-5,6,-3,-8,-1,-2
Cc1cc(NC(=O)CSc2ccc3nnc(-c4ccc(F)cc4)n3n2)no1,1,-8,-3,0,3,9,-4,1
O=C(NCCc1cccc(C(F)(F)F)c1)C1CCC(=O)N(C2CC2)C1 (configuration not stated),0,-7,13,8,-5,-3,2,5
CC(=O)NCCC(=O)Nc1nc(-c2c[nH]c3ccccc23)cs1,-7,5,14,-12,-15,1,-6,-3
COc1cc(S(=O)(=O)N2CCC(C(N)=O)CC2)c(C)cc1C,6,-6,-10,-15,-2,-5,-8,-3
CC(C)NC(=O)c1onc(CSc2ccccc2)c1C(=O)O,0,2,3,-19,-6,0,6,-4

# Later entries
SMILES,SENP7 inh,HKDC1 inhibitor,697 NFkB inh,Jurkat NFkB inh,Gli-Sufu block,UBC13 inh,Apaf1 inhib,SENP8 block
COC(=O)c1[nH]c2cccc(OC)c2c1NC(=O)CCN1CC(C)CC(C)C1 (configuration not stated),1,-10,19,-8,11,7,-1,7
COc1ccccc1NC(=S)N1CCN(c2cccc(C)c2C)CC1,8,-1,-24,-17,32,4,20,-5
COc1cc(C(=O)NCCN=C2NS(=O)(=O)c3ccccc32)cc(OC)c1OC,1,3,15,1,5,-2,-1,9
COc1ccc(C(C)=O)cc1COc1cccc2c1OC(C)(C)C2,-2,2,1,8,6,1,16,5
Cc1ccc(NC(=S)N(CCCN2CCN(C)CC2)Cc2cccs2)cc1C,-3,-4,4,-14,6,14,-10,7
CN1CCN(c2nc(Nc3ccc(F)cc3)nc(Nc3ccc(F)cc3)n2)CC1,8,-3,16,-9,15,24,19,-2
CC(C)Oc1ccc(C(=O)OC(C)C(=O)NC2CCCCC2C)cc1 (configuration not stated),-15,-27,5,-5,-21,-5,5,-7
CC(=O)Nc1ccc(C(=O)N/C(=C/c2ccccc2)C(=O)Nc2cccc(C(=O)O)c2)cc1,6,5,14,-8,1,0,8,0
COc1ccc(NC2CCCN(C(=O)CCN3CCCO3)C2)cc1 (configuration not stated),1,6,-2,9,-14,-5,-3,-8
CCOC(=O)C1CCN(C(=O)Nc2ccc(NC(=O)C3CCN(C(=O)OCC)CC3)cc2)CC1,-5,2,-6,-13,-14,-7,-5,0

# (further entries)
SMILES,SENP7 inh,HKDC1 inhibitor,697 NFkB inh,Jurkat NFkB inh,Gli-Sufu block,UBC13 inh,Apaf1 inhib,SENP8 block
Cc1cc(Br)cc(Br)c1OCC(=O)NNC(=O)Nc1ccccc1,6,-1,14,10,-21,1,-7,1
Cc1nc(-c2ccncc2)sc1C(=O)Nc1ccc(Cl)cc1,10,-5,0,2,8,1,12,1
COc1ccc(C(CC(=O)O)c2ccc3c(c2)OCO3)cc1 (configuration not stated),0,-7,0,-8,0,4,-4,4
CCOC(=O)C(C(=O)OCC)C(Nc1ccc(Br)cc1)c1ccccc1 (configuration not stated),-6,12,-31,15,0,-7,9,0
CCN(CC)C(=O)c1cccc(NC(=O)c2cc(-c3ccccn3)nc3ccccc23)c1,4,3,21,-4,6,0,14,-7
Cc1ccc(CNC(=O)C2CCCN(c3nc4ccccc4o3)C2)cc1 (configuration not stated),8,-5,12,13,4,-1,-2,-4
CCCn1c(O)c(CN2CCCC(C)C2)c(C)c(C#N)c1=O (configuration not stated),4,11,9,16,-8,-9,28,0
CCC(C)OC(=O)C(C)Oc1ccc(-c2ccccc2)cc1 (configuration not stated),9,3,18,6,15,5,15,-11
CCN(c1ccccc1)S(=O)(=O)c1ccc(F)c(C(=O)O)c1,4,-12,4,-4,1,17,7,0
Cc1cc(OCC(=O)NCCN2CCOCC2)cc(C)c1Br,3,-12,7,16,-81,15,-2,-1

# (list continues)
SMILES,SENP7 inh,HKDC1 inhibitor,697 NFkB inh,Jurkat NFkB inh,Gli-Sufu block,UBC13 inh,Apaf1 inhib,SENP8 block
Cc1ccc(S(=O)(=O)N2CC3(C)CN(S(=O)(=O)c4ccc(C)cc4)CC(C)(C2)C3O)cc1 (configuration not stated),5,-6,12,7,10,-2,5,5
Cc1ccccc1OCC(=O)NC(=S)Nc1ccc2c3c(cccc13)CC2,-4,-6,-3,-1,0,-13,0,-12
NC(=O)C1CCN(C(=O)c2cccc(S(=O)(=O)N3CCCC3)c2)CC1,-3,-6,4,-7,-9,-9,9,4
Cc1ccc(Cl)cc1NC(=O)COC(=O)C1CCCC1,-4,-8,-18,-5,-16,-9,10,-7
Cn1c(SCC(=O)NC2CCCC2)nnc1-c1ccccn1,-6,-2,-6,-9,4,-5,-4,-5
FC(F)(F)c1nnc2ccc(NCc3cccnc3)nn12,0,-7,23,9,27,2,-4,3
COc1cc(OC)cc(C(=O)NNC(=O)CCCOc2ccccc2)c1,-5,1,-3,-12,-20,6,16,-12
C=CCCCOc1ccc(C(=O)O)cc1,-2,-5,11,9,5,10,-8,-12
CCOC(=O)N(Cc1ccccc1)C(C(=O)O)C(C(=O)O)N(Cc1ccccc1)C(=O)OCC (configuration not stated),-6,-3,-24,-3,-12,-13,3,-6
CCC(CC)Nc1ccc(C(CC(N)=O)NC(=O)Cc2cccc3ccccc23)cc1[N+](=O)[O-] (configuration not stated),-8,-1,20,10,1,-49,22,5

# Going on with the list:
SMILES,SENP7 inh,HKDC1 inhibitor,697 NFkB inh,Jurkat NFkB inh,Gli-Sufu block,UBC13 inh,Apaf1 inhib,SENP8 block
CCN(CC)S(=O)(=O)c1cccc(C(=O)OCC(=O)N2CC(=O)Nc3ccccc32)c1,1,-2,10,1,-9,2,5,3
CC1=C(C(=O)NC2CCCc3c2cnn3-c2ccc(F)cc2F)OCCO1 (configuration not stated),7,-5,-48,8,24,-6,14,-11
C/C(CC(=O)NCCCN1CCOCC1)=N\NC(=O)COc1ccc(C)cc1,-3,-9,27,3,7,-2,-14,-2
O=C(COc1ccc([N+](=O)[O-])cc1Cl)Nn1cnnc1,-7,1,6,7,0,14,-22,2
COc1ccc(-n2nc(C(=O)O)cc2-c2ccccc2)cc1,-2,-1,0,-4,3,-1,3,14
O=C(Nc1cccc(S(=O)(=O)C(F)F)c1)c1ccc(S(=O)(=O)N2CCCC2)cc1,0,1,12,-5,25,-4,4,-3
CCOc1ccc(S(=O)(=O)N2CCOCC2)cc1NC(=O)c1ccc(N2CCCC2=O)cc1,-3,-6,-3,12,-7,-3,5,13
CC(=O)Nc1ccc(OC(=O)C(CCS(C)(=O)=O)N2C(=O)c3ccccc3C2=O)cc1 (configuration not stated),12,-3,14,7,1,3,-9,1
Cc1ccc2cc(/C=N/NC(=O)CN3CCOCC3)c(Cl)nc2c1,6,4,-10,-24,4,-7,-2,3
Cc1c(C(=O)N2CCN(S(=O)(=O)c3cc(F)ccc3F)CC2)oc2ccccc12,0,3,6,4,-1,-7,13,6

# An excerpt from above in order of formula weight, low to high.
SMILES,SENP7 inh,HKDC1 inhibitor,697 NFkB inh,Jurkat NFkB inh,Gli-Sufu block,UBC13 inh,Apaf1 inhib,SENP8 block
C=CCCCOc1ccc(C(=O)O)cc1,-2,-5,11,9,5,10,-8,-12
COc1ccc(-n2nc(C(=O)O)cc2-c2ccccc2)cc1,-2,-1,0,-4,3,-1,3,14
Cc1ccc(Cl)cc1NC(=O)COC(=O)C1CCCC1,-4,-8,-18,-5,-16,-9,10,-7
O=C(COc1ccc([N+](=O)[O-])cc1Cl)Nn1cnnc1,-7,1,6,7,0,14,-22,2
Cn1c(SCC(=O)NC2CCCC2)nnc1-c1ccccn1,-6,-2,-6,-9,4,-5,-4,-5
Cc1ccc2cc(/C=N/NC(=O)CN3CCOCC3)c(Cl)nc2c1,6,4,-10,-24,4,-7,-2,3
COc1cc(OC)cc(C(=O)NNC(=O)CCCOc2ccccc2)c1,-5,1,-3,-12,-20,6,16,-12
NC(=O)C1CCN(C(=O)c2cccc(S(=O)(=O)N3CCCC3)c2)CC1,-3,-6,4,-7,-9,-9,9,4
Cc1cc(OCC(=O)NCCN2CCOCC2)cc(C)c1Br,3,-12,7,16,-81,15,-2,-1
CC1=C(C(=O)NC2CCCc3c2cnn3-c2ccc(F)cc2F)OCCO1 (configuration not stated),7,-5,-48,8,24,-6,14,-11
Cc1ccccc1OCC(=O)NC(=S)Nc1ccc2c3c(cccc13)CC2,-4,-6,-3,-1,0,-13,0,-12
C/C(CC(=O)NCCCN1CCOCC1)=N\NC(=O)COc1ccc(C)cc1,-3,-9,27,3,7,-2,-14,-2
Cc1c(C(=O)N2CCN(S(=O)(=O)c3cc(F)ccc3F)CC2)oc2ccccc12,0,3,6,4,-1,-7,13,6
O=C(Nc1cccc(S(=O)(=O)C(F)F)c1)c1ccc(S(=O)(=O)N2CCCC2)cc1,0,1,12,-5,25,-4,4,-3
CCN(CC)S(=O)(=O)c1cccc(C(=O)OCC(=O)N2CC(=O)Nc3ccccc32)c1,1,-2,10,1,-9,2,5,3
CCC(CC)Nc1ccc(C(CC(N)=O)NC(=O)Cc2cccc3ccccc23)cc1[N+](=O)[O-] (configuration not stated),-8,-1,20,10,1,-49,22,5
CCOC(=O)N(Cc1ccccc1)C(C(=O)O)C(C(=O)O)N(Cc1ccccc1)C(=O)OCC (configuration not stated),-6,-3,-24,-3,-12,-13,3,-6
Cc1ccc(S(=O)(=O)N2CC3(C)CN(S(=O)(=O)c4ccc(C)cc4)CC(C)(C2)C3O)cc1 (configuration not stated),5,-6,12,7,10,-2,5,5

# The list continues:
SMILES,SENP7 inh,HKDC1 inhibitor,697 NFkB inh,Jurkat NFkB inh,Gli-Sufu block,UBC13 inh,Apaf1 inhib,SENP8 block
CC(C)CNc1oc(-c2ccccc2Cl)nc1C#N,3,1,15,4,9,11,1,5
Cn1c(=O)c(=O)n(C)c2cc(N3CCOCC3)c(NS(=O)(=O)c3ccc(F)c(Cl)c3)cc21,-3,-1,-5,10,-1,-14,18,15
Cc1csc(NC(=O)CCNS(=O)(=O)c2ccc3c(c2)c(=O)n(C)c(=O)n3C)n1,-6,1,-2,-1,-1,5,-19,-8
CS(=O)(=O)N1CCC(C(=O)N2CCC(Cc3ccccc3)CC2)CC1,-1,9,-1,-8,-5,-3,-9,0
COc1ccc(-c2cc(C)no2)cc1S(=O)(=O)N(C)c1ccc(C)cc1,-6,3,-30,45,15,7,10,1
COc1ccccc1N1CCN(CC(O)COc2ccc(C)c(C)c2)CC1 (configuration not stated),-2,-4,12,7,-7,8,3,-6
O=C(O)CCCC(=O)Nc1cccc(-c2nc3ccccc3[nH]2)c1,3,2,17,0,2,4,-7,-3
CCN(CC)c1ccc(/C=N/NC(=O)c2ccccn2)cc1,28,2,-132,-64,-74,-12,-1,11
COC(=O)c1c(NC(=O)C2C3CCC(C3)C2C(=O)O)sc2c1CCCCC2 (configuration not stated),14,8,-12,7,-11,-1,9,2
N#C/C(=C\c1ccccc1)C(=O)Nc1ccccn1,8,4,-19,-7,-16,4,2,2
NS(=O)(=O)c1ccc(NC(=S)NC(=O)c2cccnc2)cc1,-7,-13,-12,-3,1,-2,-3,-3

# Screening data: PubChem, Sanford-Burnham Center for Chemical Genomics

# Rows were taken by chance; 3.6% or so of the library scored in one or more.
